Source: PubChem (National Center for Advancing Translational Sciences (NCATS))
A549 viability: kills or reduces viability of A549 cells in Nrf2 counter-screen. 0.16% of 390,000 active. Potency, µM (highest dose often 46 µM), for the others: at the top dose activity change, negative = cytotoxicity, hits mostly inhibitors. A549 ARE-Fluc cells, CellTiter-Fluor viability, 18-24 h; note: potency is the fitted concentration of half-maximal effect; % is set by controls: 0 for no effect and ±100 for the full control effect
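A549 ARE-Fluc cells in 5% FBS OPTI-MEM, 5000 cells/well, rested 2 h then exposed to compounds in concentration-response for 18-24 h at 37 °C. Viability by CellTiter-Fluor fluorescence (Ex 405/Em 525) after 30 min; luciferase luminescence (BugLite, 15 min, RT) read afterwards.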
TGFb inhibitor: TGF-b pathway inhibition; Potency, µM (highest dose often 46.1 µM), without a hit: top-dose activity, negative = inhibition, usual class: inhibitors; 1.2% of 410,000 active; HepG2 CAGA-GFP TGF-b/SMAD3 reporter, GFP fluorescence, 18 h; TGF-beta stimulated, 500 pg/mL final; AID 588855; note: potency is the fitted concentration of half-maximal effect; % is set by controls: 0 for no effect and ±100 for the full control effect; nearly all actives have a fitted effect of over 65% in size
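Inhibition was scored as loss of TGF-beta-induced (500 pg/mL final, 18 hours, 37 degrees C) GFP in HEPG2 cells carrying a CAGA-GFP reporter, in DMEM with 1% FBS. Well GFP was summed per cell; Activity was normalised to unstimulated and stimulated DMSO wells, then concentration-response fitting.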
Nrf2 ARE act: Nrf2 pathway activation; AID 624171; AREc32 ARE-luciferase reporter (MCF7-derived line), luminescence, 24 h; 0.31% of 410,000 active; Potency, µM (doses to about 46.1 µM), for the others: at the highest dose activation, actives largely listed as activators; note: potency is the fitted concentration of half-maximal effect; % of control where 0% means no effect; nearly all actives have a fitted effect of over 65% in size
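Each well held 1000 AREc32 cells, which were incubated with compound for 24 hr at 37 deg C after overnight attachment, and ARE reporter activity was quantified by firefly luciferase luminescence.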
Mm-Cpn inhibitor: inhibitors of Methanococcus maripaludis chaperonin (MmCpn); 0.031% of 330,000 active; purified Mm-Cpn ATPase, ADP Transcreener TR-FRET; AID 504842; Potency, µM (highest dose often 76.9 µM), for the others: at the top dose activity, negative = inhibition, most hits filed as inhibitors; note: potency is the fitted concentration of half-maximal effect; % is set by controls: 0 for no effect and ±100 for the full control effect; nearly all actives have a fitted effect of over 80% in size
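Reaction buffer contained 30 mM Tris pH 7.4, 100 mM KCl, 5 mM MgCl2 and 1 mM DTT. Mm-CPN (25 nM final) hydrolysed 10 uM ATP over 30 min at 37°C; ADP was read by HTRF.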
EPAC2 antag: blocks human EPAC2 exchange factor | EPAC2 GEF exchange of Rap1B-BODIPY-GDP, fluorescence | Potency, µM (doses to about 114 µM), inactives show at the top dose activity, negative = inhibition, hits mostly inhibitors | 0.18% of 360,000 active; note: potency is the fitted concentration of half-maximal effect; % is set by controls: 0 for no effect and ±100 for the full control effect; nearly all actives have a fitted effect of over 45% in size; many of its hits are not listed in these tables
Target sequence (Q8WZA2 whole entry, looked up): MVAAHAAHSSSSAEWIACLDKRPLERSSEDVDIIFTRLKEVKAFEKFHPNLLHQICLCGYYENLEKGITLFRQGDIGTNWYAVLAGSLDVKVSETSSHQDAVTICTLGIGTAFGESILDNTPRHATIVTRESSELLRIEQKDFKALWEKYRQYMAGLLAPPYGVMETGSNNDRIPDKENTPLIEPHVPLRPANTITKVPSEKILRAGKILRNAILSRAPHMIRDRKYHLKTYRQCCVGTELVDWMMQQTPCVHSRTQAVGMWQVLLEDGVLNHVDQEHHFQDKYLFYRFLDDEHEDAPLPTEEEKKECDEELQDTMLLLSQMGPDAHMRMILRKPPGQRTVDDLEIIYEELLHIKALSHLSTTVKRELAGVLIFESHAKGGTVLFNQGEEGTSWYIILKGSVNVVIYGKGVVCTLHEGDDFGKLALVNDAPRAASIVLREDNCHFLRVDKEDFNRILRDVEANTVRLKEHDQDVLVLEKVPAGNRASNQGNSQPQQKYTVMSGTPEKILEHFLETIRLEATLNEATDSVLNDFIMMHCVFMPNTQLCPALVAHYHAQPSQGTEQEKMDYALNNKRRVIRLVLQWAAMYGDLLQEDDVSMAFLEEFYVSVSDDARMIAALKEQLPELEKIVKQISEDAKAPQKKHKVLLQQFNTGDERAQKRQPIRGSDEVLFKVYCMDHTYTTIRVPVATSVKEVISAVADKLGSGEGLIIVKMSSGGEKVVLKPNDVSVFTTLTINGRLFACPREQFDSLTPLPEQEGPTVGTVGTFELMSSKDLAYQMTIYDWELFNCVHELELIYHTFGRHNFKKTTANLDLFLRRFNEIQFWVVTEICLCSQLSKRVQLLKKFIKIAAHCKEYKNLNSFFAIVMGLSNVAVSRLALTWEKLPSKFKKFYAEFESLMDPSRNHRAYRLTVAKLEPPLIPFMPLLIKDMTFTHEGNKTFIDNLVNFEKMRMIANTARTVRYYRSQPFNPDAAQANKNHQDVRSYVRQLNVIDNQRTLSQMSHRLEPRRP
EPAC2 ag: EPAC2 (human) agonism; Q8WZA2; EPAC2 activation, biochemical qHTS; response scale: 100% = 6.5 mM cAMP response; Potency, µM (top dose mostly 154 µM), for the others: top-dose activation, actives largely listed as activators; 0.079% of 360,000 active; AID 720711; note: potency is the fitted concentration of half-maximal effect; nearly all actives have a fitted effect of over 50% in size
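Setup: EPAC2 100 nM, labeled Rap1B complex 250 nM, free GDP 50 uM. Compound titrations pinned in, brief spin, 5 min room temperature incubation. Kinetic fluorescence read over 30 min, normalized to 6.5 mM cAMP.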
Nrf2 block: inhibitors of Nrf2 signaling | A549 ARE-Fluc reporter, luciferase luminescence, 18-24 h | Potency, µM (series often up to 46 µM), for the others: at the top dose activity change, negative = inhibition, actives largely listed as inhibitors | 2.1% of 360,000 active; note: potency is the fitted concentration of half-maximal effect; % is set by controls: 0 for no effect and ±100 for the full control effect; nearly all actives have a fitted effect of over 60% in size
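Two sequential reads on A549 ARE_Fluc cells exposed to compound for 18-24 h: a CellTiter-Fluor fluorescence read for viability, then a luciferase luminescence read for Nrf2/ARE activity.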
CCT modulator: cytosolic chaperonin activity modulation. purified chaperonin ATPase assay, HTRF ADP detection, 30 min. activity change, % (concentration not given with the values), hits read low. 0.3% of 360,000 active. AID 651819; in the data active = activity change below about -30%; note: % is set by controls: 0 for no effect and ±100 for the full control effect
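We incubate TRiC, 40 or 20 nM final, with library compounds at 76 uM and 10 uM ATP for 30 min at 37 °C. ADP formed is detected with Transcreener HTRF reagents after 30 min at room temperature.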
pAkt inh: blocks phosphorylation of Akt; Neuro2A IGF-stimulated pAkt S473 HTRF, 20 min; active compounds read low; activity change, % for hits at 50 µM; 0.32% of 360,000 active; AID 651550; in the data active = activity change below about -80%; inconclusive = mostly about -51% to -80%; note: % is set by controls: 0 for no effect and ±100 for the full control effect
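Neuro2A cells (4,500/well, DMEM with 0.5% FBS) were treated with compound at a single 50 µM final concentration, stimulated with 6 nM IGF for 20 min at 37 °C, and lysed. Phospho-Akt Ser473 was read by HTRF as 665/615 ratio ×10^4.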
The depositor's hits bear a star; i = inactive; ? = inconclusive; / = not tested or not shown. Unless noted, calls come from the whole dose curve; as a rule, active = well fitted curve in the direction sought with a large enough effect; inconclusive = small, poorly fitted or top-dose-only effect, or another doubt; inactive = no such curve, though single readings can be large; an effect the other way counts as inactive or inconclusive. Some of the compounds tested; the hit share may differ from the screen's.

SMILES	A549 viability	TGFb inhibitor	Nrf2 ARE act	Mm-Cpn inhibitor	EPAC2 antag	EPAC2 ag	Nrf2 block	CCT modulator	pAkt inh
O=C(/C=C/NNC(=O)c1ccc(Cl)cc1)c1ccccc1	?	-17%	0.4%	-3%	-12%	-3%	-23%	-0.2	i
COc1ccc(S(=O)(=O)Nc2nccs2)cc1OC	0%	?	-0.1%	2%	0%	1%	-9%	-2.7	i
COc1ccc(N(CC(=O)Nc2cccc(Cl)c2C)S(=O)(=O)c2c(C)nn(C)c2C)cc1	0%	?	0.4%	/	/	/	-4%	/	/
Cc1cc(NS(=O)(=O)c2ccc(NC(=O)/C=C/c3ccc(Br)cc3)cc2)no1	1%	1%	0.8%	0%	5%	-5%	-19%	-2.7	i
COc1cc(/C=N/n2c(-c3n[nH]c4c3CCC4)n[nH]c2=S)cc(OC)c1O	-5%	-6%	0.3%	0%	2%	8%	-8%	-1.7	i
CSc1ncnc2c1ncn2CCCNCCCN1CCCC1=O	/	3%	-0.3%	/	2%	3%	/	-1.0	i
CCOc1ccc(N(CC)S(=O)(=O)N2CCCC(C(=O)Nc3cc(Cl)ccc3C)C2)cc1 (stereo not drawn)	-8%	-25%	3.0%	/	/	/	?	/	/
COc1ccccc1CNc1ccc(-c2nc(-c3ccncc3)no2)cc1[N+](=O)[O-]	-4%	-17%	1.8%	/	/	/	10%	/	/
Cc1ccnc(NS(=O)(=O)c2ccc(NC(=O)C(C)(C)Oc3ccc(Cl)cc3)cc2)n1	-1%	-12%	0.0%	/	/	/	1%	/	/
COc1ccc(S(=O)(=O)N2CCCCC2)cc1NC(=O)c1c(F)cccc1Cl	16%	22%	1.6%	-3%	-14%	2%	?	-0.3	i
CC(C)c1ccc(NC2CCCN(C(=O)c3ccco3)C2)cc1 (stereo not drawn)	0%	-18%	7.9%	0%	-6%	4%	5%	0.9	i
Cc1[nH]c2c(Br)cccc2c1[C@H]1[C@@H](CC#N)C1(C)C	-6%	?	0.0%	-4%	-3%	-5%	-15%	2.1	i
CCNC(=O)C1(C)CCCN(Cc2ccc(-n3ccnc3)cc2)C1 (stereo not drawn)	/	-5%	-1.0%	/	4%	7%	/	-0.1	i
Cc1ccccc1NS(=O)(=O)c1ccc(C(=O)NCC(c2ccco2)N2CCCCC2)cc1 (stereo not drawn)	-8%	0%	2.9%	1%	0%	-2%	?	-1.6	i
COc1ccc(-c2cc(C(=O)Nc3c(C(=O)c4ccc(Cl)cc4)oc4ccccc34)no2)cc1	0%	20%	-1.4%	/	/	/	0%	/	/
CC1CCCCC1NC(=O)CNC(=O)c1cccs1 (stereo not drawn)	-2%	4%	3.3%	3%	13%	6%	19%	1.8	i
COc1ccccc1NC(=O)c1cc(N)cc(C(=O)Nc2ccccc2OC)c1	-1%	0%	0.0%	/	0%	16%	?	-0.5	i
CCCCC[C@@H](/C=C/C1C(=O)C=C[C@H]1C/C=C\CCCC(=O)OC)OC(C)=O (stereo partly drawn)	-6%	?	-3.6%	/	-26%	4%	5%	-0.4	i
COc1ccc(C(C(=O)NC2CCCCC2)N(C(=O)Cc2c[nH]c3ccccc23)c2ccccc2C)cc1OC (stereo not drawn)	?	-15%	3.7%	0%	11%	19%	?	1.8	i
Cc1ccc(S(=O)(=O)N2[C@@H](c3ccc(F)cc3)C(C(=O)O)=CC[C@H]2c2cccc(C)c2)cc1	-14%	-1%	-0.3%	2%	1%	3%	?	-1.8	i
COc1ccc(N2CCN(C(=O)c3ccc(CSc4ccccc4)cc3)CC2)cc1	5%	-6%	-0.1%	1%	-5%	8%	-3%	-0.5	i
CC(C)(C)c1ccc(C(=O)N2CCC(c3noc(-c4ccc(S(=O)(=O)N5CCCC5)cc4)n3)CC2)cc1	-2%	-3%	0.3%	/	/	/	/	/	/
O=CN1Cc2ccccc2-c2ccccc2C1	0%	5%	-0.7%	-20%	9%	6%	1%	-0.5	i
C=CCN1C(=O)CSc2ccc(C(=O)N3CCC(C)CC3)cc21	-8%	-1%	-0.2%	-1%	9%	7%	4%	0.1	i
CCC(=O)c1ccc(OCC(O)CN2CCN(S(=O)(=O)c3ccc(NC(C)=O)cc3)CC2)cc1 (stereo not drawn)	2%	-7%	-0.6%	-2%	-3%	10%	-3%	-0.3	i

Two of the compounds above, with values under each structure.
Sequence of screens: A549 viability	TGFb inhibitor	Nrf2 ARE act	Mm-Cpn inhibitor	EPAC2 antag	EPAC2 ag	Nrf2 block	CCT modulator	pAkt inh
C=CCN1C(=O)CSc2ccc(C(=O)N3CCC(C)CC3)cc21
 : -8%	-1%	-0.2%	-1%	9%	7%	4%	0.1	i
O=CN1Cc2ccccc2-c2ccccc2C1
 : 0%	5%	-0.7%	-20%	9%	6%	1%	-0.5	i

(listing goes on)
SMILES	A549 viability	TGFb inhibitor	Nrf2 ARE act	Mm-Cpn inhibitor	EPAC2 antag	EPAC2 ag	Nrf2 block	CCT modulator	pAkt inh
Cn1cnnc1SCNC(=O)C(F)(F)F	-8%	16%	1.3%	-1%	19%	6%	-12%	0.5	i
Cc1ccc2nc(Cn3cc(C(F)(F)F)ccc3=O)cc(=O)n2c1	-7%	10%	2.0%	2%	-5%	3%	-6%	0.4	i
CN1Cc2ccccc2N(CC(=O)NCc2ccccc2)C1=O	8%	-5%	0.1%	1%	-7%	0%	2%	0.3	i
CN(C(=O)c1ccc2c(c1)CCO2)C(C)(C)C	4%	-15%	0.2%	-1%	15%	0%	-3%	0.0	i
Cn1c(=O)[nH]c2c(Cl)nccc21	8%	-8%	-0.4%	0%	-11%	-1%	-20%	2.0	i
CC(C)CCn1c(Br)nc2c1c(=O)n(CC(N)=O)c(=O)n2C	-2%	6%	-0.5%	?	14%	-2%	2%	-2.6	i
Cn1c(-c2ccc([N+](=O)[O-])cc2)nc2ccccc21	0%	-4%	0.3%	0%	24%	2%	15%	1.7	i
CC(=O)Oc1ccc(NC(=O)CSc2ccccc2)cc1	6%	-9%	4.6%	0%	-2%	13%	-6%	-3.1	i
O=S1(=O)C=C(Sc2nc3ccccc3s2)c2ccccc21	23µM*	2.8µM*	-2.1%	-12%	6%	-3%	18µM*	-0.3	-108%*
Cc1nc2n[nH]c(N)c2c2c1CCCC2	6%	4%	-1.1%	-2%	-4%	6%	-3%	1.7	i
Cc1cccc(Oc2sc(C(=O)c3ccccc3)c(N)c2C#N)c1	-6%	?	?	-13%	-8%	-2%	/	-0.8	i
Cc1c(Cl)c([N+](=O)[O-])nn1CCCC(=O)NC1CCCCC1	10%	5%	0.3%	1%	4%	0%	8%	0.6	i
CCN(CC)C(=O)CSc1nnc(COc2ccccc2)n1CC	-1%	10%	-0.2%	1%	4%	-5%	6%	0.1	i
Cc1ccc(S(=O)(=O)N(C)C)cc1NC(=O)COC(=O)c1ccc2c(c1)OCCO2	1%	?	-0.3%	1%	1%	3%	4%	1.7	i
NC(=O)c1ccc(NS(=O)(=O)c2ccc3ccccc3c2)cc1	3%	-18%	2.5%	0%	7%	7%	?	-2.0	i
CC1(C)CC(=O)C(=Cc2cn(-c3ccccc3)nc2-c2ccc(Cl)cc2)C(=O)C1	3%	12%	2.2%	2%	-3%	8%	?	-1.8	i
CCOc1ccccc1N(CC(=O)NCc1ccco1)C(=O)CCC(=O)Nc1nccs1	-2%	10%	0.2%	1%	4%	10%	-22%	0.2	i
COCOCCn1cc(CN2CCS(=O)(=O)N(Cc3ccc(-c4ccc(C)cc4)cc3)C(C(C)C)C2=O)nn1 (stereo not drawn)	/	-6%	-0.7%	/	-15%	9%	/	-1.9	i
C=CCn1c(C(C)NC(=O)c2cccs2)n[nH]c1=S (stereo not drawn)	-5%	8%	2.0%	0%	0%	3%	4%	1.9	i
CNC(=S)Nc1ccc(Nc2ccccc2)cc1	5%	-6%	0.4%	-18%	0%	3%	/	-0.7	i
CCOC(=O)c1ccc(CN(Cc2ccccc2)S(=O)(=O)c2cccc([N+](=O)[O-])c2)cc1	1%	?	-0.1%	0%	-4%	0%	-19%	-33*	i
Clc1ccccc1CSc1ncn(-c2ccccc2)n1	17%	13%	8.5%	1%	7%	20%	?	0.2	i
COc1ccc(C(=O)CSc2nnc(CNc3ccc(C)cc3C)o2)cc1	-15%	-8%	0.2%	-2%	3%	-10%	?	0.7	i
N#Cc1c(NC(=O)CSc2nc(-c3ccco3)cc(C(F)(F)F)n2)sc2c1CCCC2	-7%	19%	1.9%	-2%	8%	-5%	-5%	-3.5	i
COc1ccc(Cn2c(SCc3ccc(C)cc3)nc3cc(OC)c(OC)cc3c2=N)cc1Cl	?	?	7.9%	-6%	-6%	-6%	?	-4.4	i
CCc1ccccc1NC(=O)C1=CC(c2cccs2)=NS(=O)(=O)N1C	2%	-1%	3.1%	0%	-3%	27%	5%	-0.8	i

Ordered by the number under Nrf2 ARE act (highest first): some entries from above.
| Compound | Nrf2 ARE act |
| --- | --- |
| Clc1ccccc1CSc1ncn(-c2ccccc2)n1 | 8.5% |
| C=CCn1c(C(C)NC(=O)c2cccs2)n[nH]c1=S (stereo not drawn) | 2.0% |
| N#Cc1c(NC(=O)CSc2nc(-c3ccco3)cc(C(F)(F)F)n2)sc2c1CCCC2 | 1.9% |
| CNC(=S)Nc1ccc(Nc2ccccc2)cc1 | 0.4% |
| CN(C(=O)c1ccc2c(c1)CCO2)C(C)(C)C | 0.2% |
| CC(C)CCn1c(Br)nc2c1c(=O)n(CC(N)=O)c(=O)n2C | -0.5% |
| O=S1(=O)C=C(Sc2nc3ccccc3s2)c2ccccc21 | -2.1% |
